# Screening data deposited in PubChem by Broad Institute.
# DENV2 CPE rescue – DENV2-induced cell death inhibition. DENV2-infected cells, cytopathic effect rescue, plate reader. 1.7% of 350,000 active. CPE inhibition, % at 9.99 µM; in the data active means CPE inhibition above about 20%, passing the limit was not always enough; inconclusive means no clear call, values can overlap the other calls; tested in BHK-21 cells;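 further: 0% = median of neutral control wells and 100% = median of positive control wells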
# PglD inh – PglD (C. jejuni) enzyme inhibition; purified PglD enzyme, DTNB colorimetric CoA detection; inhibition, % at 12.5 µM; 0.098% of 360,000 active; in the data active means inhibition above about 16%, passing the limit was not always enough; inconclusive means no clear call, values can overlap the other calls; further: strong numbers were not always called active
# E-selectin induc – E-selectin induction on HUVECs | P16581 | HUVEC E-selectin immunofluorescence imaging; normalized: neutral wells 0, TNF-alpha wells 100 | activation, % at 7.58 µM | 0.37% of 260,000 active | AID 686992;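 active means mean E-selectin-positive cell signal at least 10% of the positive control, reached in at least 60% of replicates, without over 20% cell loss; inconclusive means no rule given, readout overlaps actives, possibly toxicity-flagged; inactive means the rest, including those meeting only one limit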;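 further: in these data hits start at about 27%; measured in HUVEC primary endothelial cells; signal is the percent of cells scored E-selectin positive by PE staining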
# Target sequence (P16581 whole entry, looked up): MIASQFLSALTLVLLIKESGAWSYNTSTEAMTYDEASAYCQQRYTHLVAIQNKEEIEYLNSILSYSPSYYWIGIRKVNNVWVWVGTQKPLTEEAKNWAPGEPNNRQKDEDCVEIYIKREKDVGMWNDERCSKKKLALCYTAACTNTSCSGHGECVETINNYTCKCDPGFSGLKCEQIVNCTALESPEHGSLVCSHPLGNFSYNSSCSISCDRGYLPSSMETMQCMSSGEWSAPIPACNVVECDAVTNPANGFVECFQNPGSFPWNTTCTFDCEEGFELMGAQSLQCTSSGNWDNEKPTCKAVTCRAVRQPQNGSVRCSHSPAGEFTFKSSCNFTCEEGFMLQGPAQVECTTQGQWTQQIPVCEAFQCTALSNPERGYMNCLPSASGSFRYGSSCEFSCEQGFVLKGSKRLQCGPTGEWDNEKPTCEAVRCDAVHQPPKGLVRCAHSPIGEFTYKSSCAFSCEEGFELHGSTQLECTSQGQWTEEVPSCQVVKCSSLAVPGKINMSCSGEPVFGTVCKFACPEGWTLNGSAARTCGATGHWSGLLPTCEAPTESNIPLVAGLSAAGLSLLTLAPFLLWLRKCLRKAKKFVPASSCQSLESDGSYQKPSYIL
#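 Assay system: HUVEC, human umbilical vein endothelial cells / Amount: 3,000 HUVEC/well / Controls: TNF-alpha positive control, DMSO neutral control / Compound dosing: single concentration / Medium: EGM-2 over gelatin coat / Evaluation: percent E-selectin-positive cells / Signal: immunofluorescence imaging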
# C2C12 statin – suppression of simvastatin myotoxicity; rescue of ATP level, % at 7.49 µM; C2C12 myotubes + simvastatin, ATP luminescence, 48 h; scaled: DMSO 0, geranylgeraniol control 100; 0.78% of 330,000 active;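 active means mean ATP rescue above about 67%, or every replicate alone reaching that limit, limit read from the data, passing the limit was not always enough; inconclusive means no clear call, values can overlap the other calls; inactive means mean under the limit and some replicate under it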;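 further: myotubes were challenged with 10 µM simvastatin during compound exposure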
# S100A4 MyoIIA – inhibitors of human S100A4 binding to myosin IIA peptide | P26447 | S100A4/TAMRA-MyoIIA peptide fluorescence polarization | inhibition, % at 10.7 µM | 0.14% of 360,000 active | AID 652163;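 active means mean inhibition of at least 70% across replicates, with every replicate also reaching that level; inconclusive means mean inhibition reaches 70% but some replicates fall short; inactive means mean inhibition below 70%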
# Target sequence (P26447 whole entry, looked up): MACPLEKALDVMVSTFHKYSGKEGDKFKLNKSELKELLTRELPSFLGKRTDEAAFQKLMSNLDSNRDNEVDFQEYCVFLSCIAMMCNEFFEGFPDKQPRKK
#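 assay system = human S100A4 monomer with TAMRA-labelled myosin IIA peptide | also added = labelled myosin peptide probe, 5 nM | incubation = 5 min between mix addition and reading | control set = DMSO and TFP controls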
# SIRT5 block – inhibitors of human sirtuin-5 desuccinylase | Q9NXA8 | Purified SirT5, succinyl-peptide AMC, trypsin-coupled fluorescence | 1.1% of 330,000 active | inhibition, % at 15 µM; in the data active means inhibition above about 15%; inconclusive means no clear call, values can overlap the other calls
# Target sequence (Q9NXA8 whole entry, looked up): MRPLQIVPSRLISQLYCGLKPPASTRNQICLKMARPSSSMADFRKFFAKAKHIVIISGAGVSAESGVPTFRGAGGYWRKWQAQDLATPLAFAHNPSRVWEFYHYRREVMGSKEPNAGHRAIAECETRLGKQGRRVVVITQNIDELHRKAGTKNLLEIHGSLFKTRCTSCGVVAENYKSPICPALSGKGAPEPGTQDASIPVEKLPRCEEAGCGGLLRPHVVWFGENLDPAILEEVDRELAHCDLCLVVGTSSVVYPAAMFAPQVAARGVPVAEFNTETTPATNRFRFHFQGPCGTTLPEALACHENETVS
# ERp5 inh – inhibitors of human ERp5 | Q15084 | ERp5 insulin aggregation, absorbance 650 nm, 90 min | inhibition, % at 9.99 µM | 0.05% of 350,000 active | AID 651711;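 active means mean replicate inhibition above about 25%, with every replicate also reaching it, limit read from the data, passing the limit was not always enough; inconclusive means only one of those two criteria met; inactive means neither criterion met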
# The depositor's hits bear a star; u = inconclusive; x = no result given; & = joins results of further samples. This is a subset; rates above refer to the full screens.
1. CO[C@H]1CN(C)C(=O)c2ccc(NC(=O)NC(C)C)cc2OC[C@@H](C)N(CC2CC2)C[C@H]1C
2. CO[C@H]1CN(C)C(=O)c2ccc(NC(=O)CC(F)(F)F)cc2OC[C@@H](C)N(C(=O)C2CC2)C[C@@H]1C
3. Fc1cccc(Nc2nc3ccccc3n3nnnc23)c1
4. CCCc1cc(=O)n2[nH]c(C)c(-c3ccccc3OC)c2n1
5. CN(C)c1cccc2c(S(=O)(=O)NCC3CCN(C(=O)C(=O)c4cccs4)CC3)cccc12
6. NC(=O)[C@@H]1CCCN1C(=O)c1ccc2oc(CCc3ccccc3)nc2c1
7. CCN(CC)S(=O)(=O)c1c(Br)cc(C)cc1Br
8. O=C(CCC(=O)N1CCSc2ccccc21)NC1CCCCC1
9. O=C(COc1nc2ccccc2nc1N1CCOCC1)Nc1ccc(S(=O)(=O)N2CCCC2)cc1
10. CO[C@@H]1CN(C)C(=O)c2ccc(NC(=O)Cc3ccccc3)cc2OC[C@@H](C)N(C)C[C@H]1C
Assay by compound	1	2	3	4	5	6	7	8	9	10
DENV2 CPE rescue	2.0	2.8	-3.4	u	-4.6	0.7	x	7.8	5.0	18.3
PglD inh	1.6	x	-7.3	-2.9	x	-3.3	1.9	9.2	0.0	-0.5
E-selectin induc	-0.1	0.1	0.0	0.5	0.2	x	x	0.1	x	0.4
C2C12 statin	11.7	x	-11.3	-11.9	x	-8.7	-22.0	-7.3	x	-13.2
S100A4 MyoIIA	0.7	-36.8	1.9	8.0	3.4	-2.6	-1.2	0.7	0.0	-10.3
SIRT5 block	4.7	1.4	x	-0.3	x	-1.5	-3.2	-0.6	3.9	-5.7
ERp5 inh	-0.6	7.4	-4.4	5.0	-10.1	8.2	0.8	-1.5	-4.8	1.2

11. Cc1c(C(=O)N2CCCCC2)c(S(=O)(=O)N2c3ccccc3CC2C)c(C)n1C (stereo not given)
12. O=C(C[C@H]1C=C[C@@H](NC(=O)CC2CC2)[C@H](CO)O1)NCc1ccc(-c2ccccc2)cc1
13. CC(=O)NC[C@@H]1[C@@H](c2ccc(C3=CCCC3)cc2)[C@@H](CO)N1C(=O)NC(C)C
14. COc1cc2ccccc2cc1C(=O)N1CC(C)OC(C)C1 (stereo not given)
15. C[C@H]1CCCCO[C@@H](CN(C)C(=O)NC2CCCCC2)[C@@H](C)CN([C@@H](C)CO)C(=O)c2cc(N(C)C)ccc2O1
16. CO/N=C/c1cc([N+](=O)[O-])ccc1Sc1ccc(C)cc1
17. Cc1ccc(S(=O)(=O)CCC(=O)Nc2nc(-c3ccncc3)cs2)cc1
18. C=CCNC(=O)COC(=O)c1oc2ccccc2c1CSC1CCCCC1
19. CN(C)CC(=O)N1[C@H](C#N)[C@H](c2ccc(-c3ccccc3F)cc2)[C@H]1CO
20. CN(CC(=O)Nc1ccc(F)c(F)c1F)C(=O)C1COc2ccccc2O1 (stereo not given)
Assay by compound	11	12	13	14	15	16	17	18	19	20
DENV2 CPE rescue	7.5	2.3	5.3	11.3	2.4	x	3.8	x	0.3	1.6
PglD inh	5.2	0.0	-2.8	4.3	-1.6	8.0	-0.8	-3.3	-3.2	-9.9
E-selectin induc	x	-0.3	0.0	-0.2	0.2	-1.1	x	0.5	0.1	-0.3
C2C12 statin	-3.2	14.2	-8.0	5.2	24.1	3.6	-16.4	x	-11.5	-0.6
S100A4 MyoIIA	-0.4	-9.5	x	2.0	3.6	x	-5.8	-0.7	11.6	-19.3
SIRT5 block	-2.6	-1.2	x	1.7	0.0	x	-1.1	-0.4	-2.1	-2.1
ERp5 inh	-5.2	-2.4	x	1.9	-1.1	x	4.3	3.8	1.3	-5.6

21. O=C(NCCCN1CCCC1=O)C(=O)NCC1OCCN1S(=O)(=O)c1cc(F)ccc1F (stereo not given)
22. CO[C@@H]1CN(C)C(=O)c2cc(NC(=O)c3cc(C)on3)ccc2OC[C@@H](C)N(C(=O)C2CC2)C[C@@H]1C
23. CN(CC(=O)NCC1CCCO1)S(=O)(=O)c1ccc(Br)cc1 (stereo not given)
24. CC(=O)n1cc([C@@H]2C=C(C(=O)N3CCOCC3)O[C@H](OCCCCO)C2)c2ccccc21
25. Cn1cc(-c2csc(C(O)c3ccccc3)n2)cn1 (stereo not given)
26. COc1ccc(NC(=O)Cc2ccccc2)cn1
27. COc1ccc(CN(C)C[C@H]2OCCCC[C@H](C)Oc3ccc(NS(=O)(=O)c4ccc(F)cc4)cc3C(=O)N([C@H](C)CO)C[C@H]2C)cc1
28. Cc1ccc(NC(=O)c2cc(-c3ccco3)nc3ccccc23)cc1S(=O)(=O)N1CCOCC1
29. O=C(C1CCN(S(=O)(=O)c2cccc3nsnc23)CC1)N1CCN(c2ccccc2F)CC1
30. O=C(NC1C2CC3CC(C2)CC1C3)c1ccc(N2CCNCC2)c([N+](=O)[O-])c1 (stereo not given)
Assay by compound	21	22	23	24	25	26	27	28	29	30
DENV2 CPE rescue	1.0	6.0	1.4	-1.9&-9.2	-1.5	2.3	33.1*	-2.1	x	-12.9
PglD inh	-0.9	3.3	2.2	-3.9	-11.4	-2.1	0.9	1.2	-4.3	-4.7
E-selectin induc	x	-0.1	x	0.0	0.0	-0.2	x	-0.1	x	1.6
C2C12 statin	7.6	0.2	-6.2	6.4	-4.4	7.5	x	-16.1	x	-4.2
S100A4 MyoIIA	-3.5	17.7	11.0	-3.1&-0.6	-4.4	-0.2	-6.5	-3.8	-2.9	-6.5
SIRT5 block	x	-1.7	1.0	-0.2&2.6	x	-3.1	7.7	-5.3	-1.9	-1.1
ERp5 inh	4.3	-2.9	-0.6	5.6&0.2	-0.3	-11.6	3.4	-0.3	-1.4	2.0

31. O=C(COC(=O)Cc1ccccc1F)NNC(=O)c1ccc([N+](=O)[O-])cc1
32. COCC(=O)N1C[C@@H](C)[C@@H](OC)CN(C)C(=O)c2cc(NC(=O)c3ccccc3)ccc2OC[C@@H]1C
33. Cc1cc(=O)[nH]c(SCC(=O)Nc2ccc(C(=O)O)cc2)n1
34. COc1ccc(S(=O)(=O)Nc2ccccc2C(=O)NCc2cccnc2)cc1
35. COc1ccc2c(c1)OC[C@H]1[C@@H]2N2C(=O)[C@@H](C)NC(=O)[C@@]2(C)[C@H]1c1ccccc1
36. CCC(CC)C(=O)N(c1ccc(F)cc1)C1C=CS(=O)(=O)C1 (stereo not given)
37. C[C@H]1CN([C@@H](C)CO)C(=O)CCCn2cc(nn2)CO[C@@H]1CN(C)C(=O)Nc1ccnc(N2CCOCC2)c1
38. CC1CCCC(C)N1C(=O)COC(=O)CCC1CCCC1 (stereo not given)
39. CN(C)CCCNC(=O)[C@@H]1[C@@H](CO)[C@@H]2Cn3c(ccc(-c4ccccc4)c3=O)[C@H]1N2C
40. O=C(CN1CCCCC1)N/N=C/c1cccc(Cl)c1
Assay by compound	31	32	33	34	35	36	37	38	39	40
DENV2 CPE rescue	9.1	-2.7	-0.1	-5.7	2.4	2.1	5.8&-0.2	3.0	-2.5	0.4
PglD inh	1.3	-1.5	-0.6	3.1	-1.6	-2.3	1.6&1.0	0.5	2.3	8.7
E-selectin induc	x	-0.3	x	x	0.0	x	0.0&0.0	-0.1	-1.6	x
C2C12 statin	17.2	6.1	-9.9	-1.8	-1.2	1.6	3.4&9.8	-13.1	-14.8	0.1
S100A4 MyoIIA	1.3	-2.5	-1.2	-1.2	-14.7	u	2.2&-11.2	-4.5	-3.4	-17.7
SIRT5 block	-3.5	x	1.0	-2.5	-2.4	-2.9	-3.1&2.1	2.0	-7.3	-6.4
ERp5 inh	-1.7	-1.9	1.6	2.9	0.7	-2.8	2.0&-5.3	3.0	-0.3	-0.3

41. Cc1cc(N2CCN(C)CC2)nc2ccc(NC(=O)CCC(=O)NCCC(C)C)cc12
42. C[C@H](CO)N1C[C@H](C)[C@@H](CN(C)S(C)(=O)=O)Oc2cc(-c3ccccc3F)ccc2S1(=O)=O
43. COc1ccc(C#Cc2ccc([C@@H]3[C@@H](CO)N4CCCCN(C(=O)Nc5ccccc5)C[C@H]34)cc2)cc1
44. CN(Cc1ccco1)S(=O)(=O)c1csc(C(N)=O)c1
45. CC(=O)Nc1c(-c2ccccc2)c2cc(Br)ccc2[nH]c1=O
46. CCOC(=O)COc1coc(CN2CCN(c3ccc(F)cc3)CC2)cc1=O
47. Cc1cc(C(=O)OCC(=O)NCc2ccc(Cl)cc2)c(C)o1
48. C=C(C)Cn1c(SCC(=O)O)nc2c1c(=O)[nH]c(=O)n2C
49. C/C(=N\NC(=O)CN(c1ccccc1Br)S(C)(=O)=O)c1ccc2c(c1)OCCO2
50. CSC(=NC#N)N1CCN(C(c2ccccc2)c2ccccc2)CC1
Assay by compound	41	42	43	44	45	46	47	48	49	50
DENV2 CPE rescue	-5.1	11.1	4.1	0.6	u	2.8	-0.2	-2.3	-1.0	-1.4
PglD inh	-4.7	2.7	3.1	-1.8	-5.5	-1.8	-7.2	-1.4	x	3.3
E-selectin induc	-0.1	1.9	0.0	x	x	x	0.9	x	x	-0.4
C2C12 statin	6.0	-25.1	x	-2.3	-29.4	9.2	3.3	-5.1	x	31.8
S100A4 MyoIIA	4.2	0.0	6.8	-0.1	-9.7	-1.0	2.5	-8.9	1.8	-10.5
SIRT5 block	-2.1	-5.7	-3.3	-2.2	0.2	-4.1	x	0.1	x	-2.1
ERp5 inh	10.2	4.7	4.8	-1.3	4.5	3.2	-1.3	1.0	7.5	5.2

51. COCCNC(=O)C1(C)CCCN(C(=O)c2ccc3ccccc3c2)C1 (stereo not given)
52. N#CC1=C2SCN(c3ccc(F)cc3)CN2C(=O)CC1c1cccc(F)c1 (stereo not given)
53. COc1cccc(/C=N/NC(=O)c2cc(-c3cccn3C)n[nH]2)c1O
54. CN1CCN(Cc2cccc3ncccc23)CC1CCO (stereo not given)
Assay by compound	51	52	53	54
DENV2 CPE rescue	-10.9	7.5	-3.5	0.6
PglD inh	-4.4	-2.1	x	11.2
E-selectin induc	0.0	x	2.9	x
C2C12 statin	5.9	17.1	x	-2.0
S100A4 MyoIIA	1.0	-5.4	-5.4	1.8
SIRT5 block	3.6	-1.4	0.7	x
ERp5 inh	3.8	2.9	-12.2	0.9

# Whole records as entered above:
# C[C@H](CO)N1C[C@H](C)[C@@H](CN(C)S(C)(=O)=O)Oc2cc(-c3ccccc3F)ccc2S1(=O)=O in the list: DENV2 CPE rescue: 11.1; PglD inh: 2.7; E-selectin induc: 1.9; C2C12 statin: -25.1; S100A4 MyoIIA: 0.0; SIRT5 block: -5.7; ERp5 inh: 4.7
# COc1cccc(/C=N/NC(=O)c2cc(-c3cccn3C)n[nH]2)c1O in the list: DENV2 CPE rescue: -3.5; PglD inh: x; E-selectin induc: 2.9; C2C12 statin: x; S100A4 MyoIIA: -5.4; SIRT5 block: 0.7; ERp5 inh: -12.2
# O=C(NC1C2CC3CC(C2)CC1C3)c1ccc(N2CCNCC2)c([N+](=O)[O-])c1 (stereo not given) in the list: DENV2 CPE rescue: -12.9; PglD inh: -4.7; E-selectin induc: 1.6; C2C12 statin: -4.2; S100A4 MyoIIA: -6.5; SIRT5 block: -1.1; ERp5 inh: 2.0

# Retrieved by structure from the list above (2):
2. CO[C@H]1CN(C)C(=O)c2ccc(NC(=O)CC(F)(F)F)cc2OC[C@@H](C)N(C(=O)C2CC2)C[C@@H]1C
4. CCCc1cc(=O)n2[nH]c(C)c(-c3ccccc3OC)c2n1
Assay by compound	2	4
DENV2 CPE rescue	2.8	u
PglD inh	x	-2.9
E-selectin induc	0.1	0.5
C2C12 statin	x	-11.9
S100A4 MyoIIA	-36.8	8.0
SIRT5 block	1.4	-0.3
ERp5 inh	7.4	5.0
